Screening results (PubChem BioAssay)
GLD-1 TGE inh – GLD-1/TGE RNA complex disruptors, primary screen, biochemical, fluorescence polarization. AID 2280, 2010. purified GLD-1 + fluorescein TGE RNA. 320,000 tested, 0.44% active. inhibition, % at 5.96 µM. Female germline-specific tumor suppressor gld-1 (Caenorhabditis elegans), Q17339;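 active = percent inhibition above a per-plate cutoff, the plate mean of test compounds plus 3 SD, cut at about 30% in these data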;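 note: 0% = DMSO wells with GLD-1 and probe and 100% = wells lacking GLD-1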
PAD4 FP inh – human PAD4 inhibitors, primary screen, biochemical, fluorescence polarization, 1536-well format; Protein-arginine deiminase type-4 (Homo sapiens), Q9UM07; recombinant PAD4, RCA probe fluorescence polarization; inhibition, % at 6.36 µM; 330,000 tested, 0.41% active;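 active = percent inhibition above a cutoff equal to the mean of all tested compounds plus 3 SD, cut at about 15% in these data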;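 note: 0% = PAD4 with RCA probe and DMSO and 100% = probe without PAD4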
Fam108B inh – mouse Fam108B serine hydrolase inhibitors, primary screen, counter-screen for RBBP9 inhibitor project, biochemical, fluorescence polarization; recombinant Fam108B, FP-Rh probe fluorescence polarization; inhibition, % at 9.51 µM; 300,000 tested, 0.33% active;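 active = inhibition above the screen mean inhibition plus 3 SD, computed separately per campaign, cut at about 18% in these data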;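 note: inhibitors lower polarization as less probe binds the enzyme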
MEX-5 binding – MEX-5 zinc finger RNA-binding disruptors – biochemical, C. elegans, fluorescence polarization, MLPCN library, primary screen; activity score (negative = inhibition of binding), % at 10 µM; MEX-5/FITC-TCR2 RNA binding; stronger effect = lower value; 300,000 tested, 0.38% active;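 active = inhibition past about -25% in most replicates, and total fluorescence under double the plate's negative control median, limit read from the data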;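 note: 0% = DMSO and -100% = 5 µM competing unlabeled TCR2 RNA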
Target sequence (Q9XUB2 whole entry, looked up): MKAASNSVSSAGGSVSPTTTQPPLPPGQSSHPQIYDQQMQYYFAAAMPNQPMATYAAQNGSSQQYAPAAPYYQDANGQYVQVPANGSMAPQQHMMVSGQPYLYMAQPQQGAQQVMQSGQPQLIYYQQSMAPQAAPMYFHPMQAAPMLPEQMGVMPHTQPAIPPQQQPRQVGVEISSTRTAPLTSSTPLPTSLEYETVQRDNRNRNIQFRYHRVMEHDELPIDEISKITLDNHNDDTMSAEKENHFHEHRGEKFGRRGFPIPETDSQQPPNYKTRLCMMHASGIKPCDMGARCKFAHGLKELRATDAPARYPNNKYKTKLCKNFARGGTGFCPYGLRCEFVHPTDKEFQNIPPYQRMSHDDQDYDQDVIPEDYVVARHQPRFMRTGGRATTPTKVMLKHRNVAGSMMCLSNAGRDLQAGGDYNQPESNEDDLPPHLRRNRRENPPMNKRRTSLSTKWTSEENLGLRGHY
MCL1 BIM primary – inhibitors of MCL1 binding to BIM-BH3, primary screen, biochemical, fluorescence polarization. GST-MCL1 / FITC-Bim-BH3 fluorescence polarization. inhibition, % at 10.9 µM. 320,000 tested, 0.68% active. Induced myeloid leukemia cell differentiation protein Mcl-1 (Homo sapiens), Q07820. AID 2057, 2009;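 active = inhibition above the mean inhibition of all tested compounds plus 3 SD, set per campaign, cut at about 40% in these data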;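 note: 0% = DMSO wells and 100% = unlabeled Bim-BH3 peptide control; higher means more loss of mP so more displacement of Bim peptide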
Target sequence (Q07820 whole entry, looked up): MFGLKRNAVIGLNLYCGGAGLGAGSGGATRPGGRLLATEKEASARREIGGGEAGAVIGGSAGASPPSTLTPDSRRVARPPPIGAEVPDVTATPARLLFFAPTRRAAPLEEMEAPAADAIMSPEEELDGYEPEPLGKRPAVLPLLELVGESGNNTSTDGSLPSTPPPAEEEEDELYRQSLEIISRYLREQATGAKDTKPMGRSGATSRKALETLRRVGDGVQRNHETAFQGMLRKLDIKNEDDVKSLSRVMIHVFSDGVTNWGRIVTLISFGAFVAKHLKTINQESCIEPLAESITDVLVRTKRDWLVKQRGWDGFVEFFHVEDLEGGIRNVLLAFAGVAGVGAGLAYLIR
PME-1 inh – PME-1 inhibitors via competitive probe labeling, primary screen, biochemical, fluorescence polarization, FP-Rh probe, HTS. Protein phosphatase methylesterase 1 (Homo sapiens), Q9Y570. recombinant PME-1. inhibition, % at 5.9 µM. 320,000 tested, 0.53% active. AID 2130, 2009;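 active = inhibition above the campaign mean of all compounds plus 3 SD, cut at about 26% in these data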;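 note: competitive labeling of PME-1 active site by serine hydrolase directed probe; 0% = PME-1 with DMSO and 100% = wells lacking PME-1 enzyme; inhibitors block probe labeling so polarization falls and inhibition rises; many of its hits are not listed in these tables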
GSTO1 inh – inhibitors of recombinant GSTO1, primary screen, counter-screen for RBBP9 inhibitor project, biochemical, fluorescence polarization. 300,000 tested, 1.1% active. activity-based probe fluorescence polarization. Glutathione S-transferase omega-1 (Homo sapiens), P78417. inhibition, % at 5.96 µM;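 active = inhibition above the campaign mean inhibition plus 3 SD, cut at about 35% in these data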;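 note: 0% = GSTO1-1 with DMSO and 100% = wells lacking GSTO1-1 enzyme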
TPT1 inhibitor – Candida albicans TPT1 enzyme inhibitors, primary screen, biochemical, fluorescence polarization | tRNA 2'-phosphotransferase TPT1 (Candida albicans SC5314) | recombinant caTPT1, FP RNA substrate dephosphorylation | inhibition, % at 5 µM | 300,000 tested, 0.81% active | AID 1962, 2009;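 active = inhibition above the mean of all tested compounds plus 3 SD, set per screening campaign, cut at about 24% in these data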;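 note: plate controls were DMSO alone for no effect and ferristatin control at 100 nM for full effect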
BCLXL inh – inhibitors of human Bcl-xL, primary screen, biochemical, fluorescence polarization, HTS | 320,000 tested, 0.7% active | inhibition, % at 10.9 µM | GST-Bcl-xL / FITC-Bim BH3 peptide fluorescence polarization | Bcl-2-like protein 1 (Homo sapiens), Q07817;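 active = inhibition above the mean of all tested compounds plus 3 SD, cutoff set per campaign, cut at about 30% in these data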;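 note: 0% = DMSO wells and 100% = unlabeled Bim-BH3 peptide competitor; inhibitors lower millipolarization by displacing the labeled peptide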
Target sequence (Q07817 whole entry, looked up): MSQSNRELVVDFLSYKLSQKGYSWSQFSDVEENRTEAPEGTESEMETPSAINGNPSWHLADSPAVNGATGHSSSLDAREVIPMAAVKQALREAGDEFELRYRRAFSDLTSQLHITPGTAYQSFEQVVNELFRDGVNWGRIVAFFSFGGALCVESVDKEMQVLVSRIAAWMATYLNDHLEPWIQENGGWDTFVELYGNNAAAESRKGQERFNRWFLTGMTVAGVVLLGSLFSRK
Numbers without * were called inactive; / = not tested or not shown. A portion of the library; the hit share may differ from the screen's.

SMILES | GLD-1 TGE inh | PAD4 FP inh | Fam108B inh | MEX-5 binding | MCL1 BIM primary | PME-1 inh | GSTO1 inh | TPT1 inhibitor | BCLXL inh
Cc1ccc(C2c3[nH]c4ccccc4c3C[C@H]3C(=O)N(c4ccccc4C(=O)N4CCC[C@H]4C(=O)O)C(=O)N23)cc1 (stereo partly drawn) | 8 | 0 | 0 | -2.4 | 2 | 3 | -11 | 4 | 7
CCC(C)NC(=O)CSc1nc2ccccc2c(=O)n1-c1c(C)n(C)n(-c2ccccc2)c1=O (stereo not drawn) | 0 | -2 | 3 | 1.8 | -4 | 0 | 3 | -1 | -3
O=C(C1COc2ccccc2O1)N1CCn2c(nc3ccccc32)C1 (stereo not drawn) | 5 | -4 | 3 | 2.9 | 3 | 6 | 7 | -6 | 3
O=C(O)c1ccc2c(c1)ncn2C1CCCC1 | -2 | -3 | 1 | -0.3 | 4 | 2 | 4 | 3 | 4
CCn1nc(C)cc1-c1nnc(SCC(=O)Nc2ccccc2)n1CCCOC | 6 | -1 | -2 | -2.1 | 10 | 6 | -1 | -1 | 5
O=C(CSc1nnc(-c2cccnc2)n1Cc1ccco1)c1ccc2ccccc2c1 | 0 | -5 | -7 | 1.0 | -3 | -5 | 27 | 9 | -1
Cc1cc(NC(=O)c2cc(-c3ccccc3Cl)nc3ccccc23)no1 | -4 | -4 | 1 | 1.4 | 3 | -1 | -2 | 4 | 1
CC1CCc2c(sc3nc(SCC(=O)O)n(-c4ccccc4)c(=O)c23)C1 (stereo not drawn) | 7 | 1 | 3 | 2.4 | 7 | -1 | -5 | 0 | 6
CCOC(=O)c1nn(-c2cccc(C)c2)c2nc(-c3ccccc3)c(C#N)c(=O)n12 | 5 | -1 | -1 | -1.0 | 4 | 0 | -9 | -1 | 1
COc1ccc(O[C@H]2C=C[C@@H](c3ccccc3)O[C@@H]2COC(=O)CC/C(C)=N/OC[C@@H](O)[C@H]2O[C@@H]3OC(C)(C)O[C@@H]3[C@H]2O)cc1 | -6 | 0 | -1 | 1.2 | 3 | 2 | 3 | 0 | 7
COCC1CCCN(Cc2nc(C(c3ccccc3)c3ccccc3)no2)C1 (stereo not drawn) | 0 | -3 | -3 | 2.7 | 4 | -1 | 5 | 1 | 5
CCNS(=O)(=O)c1ccc(NC(=O)c2cccnc2)cc1 | 3 | 3 | 1 | / | 2 | 1 | 4 | -1 | 2
CC(=O)NCC(=O)NC(Cc1ccccc1)C(N)=O (stereo not drawn) | -2 | -7 | 1 | -0.4 | -6 | 2 | 1 | 2 | 0
Nc1nc(COC(=O)c2ccc3c(c2)OCCO3)nc(Nc2ccccc2)n1 | 3 | 3 | / | / | -1 | -9 | / | / | 1
COc1ccccc1C(=O)Nc1ccc2c(c1)nc(CCNC(C)=O)n2C | -3 | -2 | -3 | -0.2 | 8 | -3 | -6 | 2 | 4
CC(=O)c1cn(-c2ccc([N+](=O)[O-])cc2)c(=O)n(C)c1=O | -1 | 3 | 0 | / | 1 | -8 | 3 | -3 | 2
CCOCC(=O)Nc1cccc(Br)c1 | -5 | -2 | -4 | 2.8 | 0 | 3 | 6 | -4 | 4
CCc1cccc(CN2CCC(CNC(=O)Nc3ccc(Cl)cc3)CC2)c1 | 3 | -1 | 2 | 0.2 | 0 | -1 | 6 | -1 | 2
COCCCNC(=O)c1cc(C)nc2ccc(F)cc12 | -4 | -2 | 3 | -0.2 | 2 | 2 | 3 | -2 | 3
CN1C(=O)CC(N2CCN(CCN=CC3=C(O)CC(C)(C)CC3=O)CC2)C1=O (stereo not drawn) | 9 | 3 | -2 | -1.5 | 22 | 5 | 1 | -4 | 11
CC(=O)OC1c2ccccc2C(=O)N1Cc1ccccc1Cl (stereo not drawn) | -4 | 2 | -2 | 1.5 | -5 | 1 | -2 | 1 | -2
COc1ccc(C(=O)OC(C)CN2CCN(C)CC2)cc1 (stereo not drawn) | -10 | -5 | -2 | -0.1 | 6 | 1 | 4 | -2 | 7
CC1CCC(NC(=O)CN(C)CC(=O)Nc2ccc(F)cc2)CC1 (stereo not drawn) | -1 | 2 | / | / | 6 | 4 | / | / | 3
O=C(N1CCOCC1)N1CCN(S(=O)(=O)c2cccc([N+](=O)[O-])c2)CC1 | -3 | -5 | 5 | 3.4 | -2 | 6 | -10 | -3 | 5
CC(C)c1ccc(NC(=O)CSc2n[nH]c(=O)n2Cc2ccco2)cc1 | -3 | 0 | 0 | 1.4 | -3 | -3 | -6 | 1 | -4
CCOC(=O)c1cnc2c(ccc3ccccc32)c1N | -5 | 1 | -2 | 1.5 | 2 | -1 | 0 | 1 | -3
COC(=O)c1cccc(COC(=O)c2cccnc2SC)c1 | 3 | 3 | 1 | -0.8 | 2 | -4 | 7 | 0 | 2
Cc1c(C)c2ccc(OCC(=O)Nc3ccccc3C(N)=O)cc2oc1=O | 0 | 4 | 2 | 0.2 | 3 | 4 | 4 | -3 | 4
C=CCN(C(=O)C1CSC2(C)CCC(=O)N12)c1nc(-c2ccccc2)cs1 (stereo not drawn) | 5 | -6 | 1 | 0.5 | 1 | 5 | -4 | -2 | -2
O=C(OC(C(=O)Nc1ccc([N+](=O)[O-])cc1Br)c1ccccc1)c1ccccc1 (stereo not drawn) | 0 | -3 | -2 | 1.8 | -8 | -14 | 10 | -2 | 3
CCc1ccc(/C=c2\s/c(=C\C(=O)C(C)(C)C)[nH]c2=O)cc1 | -1 | -13 | -5 | 0.6 | -1 | -9 | -25 | -3 | -6
COc1ccc(OC)c(S(=O)(=O)N2CCN(c3c(C)cccc3C)CC2)c1 | 6 | 1 | 7 | 3.4 | 4 | -6 | -3 | -2 | 10
Cc1ccc(C(=O)Nn2cnnc2)cc1 | 4 | -1 | 1 | 0.1 | -9 | -1 | 4 | 1 | 0
Cn1nnnc1SCC1=C(C(=O)O)N2C(=O)C(NC(=O)Cn3nc(C(F)F)cc3C3CC3)C2SC1 (stereo not drawn) | -1 | -7 | 3 | -3.5 | 13 | -3 | 2 | 5 | 6
Brc1cnc2ccccc2c1N1CCCCC1 | -5 | 0 | 2 | 2.8 | -2 | -10 | 2 | -1 | 5
CC(C)N1CCN(C(=O)c2ccc(OC3CCN(CCc4ccccc4)CC3)cc2)CC1 | 8 | 6 | 0 | -3.8 | 0 | 5 | 10 | -1 | 6
CN(C)C(=O)C(=O)c1c(-c2ccccc2)cc2ccccn12 | 11 | -1 | -2 | -3.6 | -9 | -6 | 3 | -1 | -1
CS(=O)(=O)N(CC(=O)N/N=C/c1cc([N+](=O)[O-])ccc1Cl)c1ccccc1 | 4 | -4 | -6 | -1.2 | -4 | 7 | 7 | 1 | 7
Cc1ccc(Cl)cc1NS(=O)(=O)N1CCOCC1 | -2 | 2 | 10 | 0.1 | 2 | 2 | 0 | -4 | 0
COCCNC(=O)CN(Cc1ccc(Cl)cc1)S(C)(=O)=O | 5 | -3 | 0 | -0.1 | -2 | 5 | 0 | -3 | -1
COc1ccc2cc(-c3[nH]ncc3CN3CCCCO3)ccc2c1 | 2 | -2 | -3 | 2.0 | -3 | -9 | -6 | -1 | 15
COC(=O)c1cc(Br)c(=O)n(-c2ccccn2)c1 | 0 | 4 | -3 | -0.3 | 3 | -7 | 4 | 2 | -2
CCNC(=O)CSc1nnc(C2CC2)n1-c1ccccc1 | 2 | -2 | 3 | 0.0 | -4 | 4 | 8 | 2 | 0
Cc1onc(-c2ccccc2Cl)c1C(=O)Nc1ccc(S(=O)(=O)Nc2nccs2)cc1 | 7 | -1 | 4 | -1.4 | 8 | 1 | -2 | 3 | 10
C=CCNC(=O)C1CCCN(S(C)(=O)=O)C1 (stereo not drawn) | 3 | -5 | -1 | 0.8 | 4 | -3 | -7 | 1 | 3
CCOc1ccccc1C(=O)N(CCC(=O)OC)c1ccccn1 | 1 | -1 | -1 | -2.7 | -2 | -4 | 3 | -5 | 5
CCOC(=O)c1sc(-c2ccc(Cl)cc2Cl)nc1O | 3 | 1 | -1 | -3.5 | 9 | 2 | -5 | -4 | 3
C=CCc1c(C)nc(SC)nc1Nc1ccc(C)cc1 | 2 | -1 | 0 | 2.7 | 5 | -4 | -5 | -2 | 2
O=C(Nc1ccc(S(=O)(=O)Nc2ncccn2)cc1)c1ccc(Br)o1 | -3 | -4 | -1 | -4.8 | 2 | 7 | 6 | -3 | 6
Nc1nc(-c2ccc3ccccc3c2)cs1 | 0 | 3 | 6 | -4.1 | 1 | -2 | 8 | -2 | 3
O=C(COc1c(Br)cc(Br)c2cccnc12)N1CCCCC1 | -12 | -4 | 2 | -1.3 | 6 | 5 | 15 | 4 | 1
CCc1ccc(NC(=O)C2CC(=O)Nc3ncnn32)cc1 (stereo not drawn) | 10 | -4 | 3 | 1.7 | -6 | -2 | -1 | 1 | -2
COc1ccc(NC(=S)N(CCc2c(C)[nH]c3ccc(C)cc23)Cc2cccs2)cc1 | 9 | 0 | 2 | 3.3 | 5 | 6 | 3 | 0 | -3
CCCCCCCCc1nc(SCC(C)=O)n[nH]1 | -4 | 4 | -1 | / | 2 | 2 | 2 | 1 | 3
O=C(COC(=O)/C=C/c1ccco1)Nc1ncc(Cl)cc1Cl | 5 | 1 | 0 | -2.9 | 31 | 1 | 4 | -1 | 16
Cc1nn(Cc2ccccc2)c(Cl)c1/C=C/C(=O)OCC(=O)N(C)C1CCS(=O)(=O)C1 (stereo not drawn) | -6 | -5 | 1 | -1.2 | -19 | -2 | 4 | -4 | -10
COc1ccc(Cl)cc1NC(=O)c1cc(-c2ccccc2O)n[nH]1 | 5 | -3 | -5 | 1.6 | 8 | -40 | -10 | -3 | 4
CCN(C(=O)COC(=O)/C=C/c1ccc(S(=O)(=O)N2CCc3ccccc32)cc1)C1CCS(=O)(=O)C1 (stereo not drawn) | 3 | 1 | 3 | -2.3 | 0 | 7 | -23 | -4 | -2
CCS(=O)(=O)N1CCN(C2Cc3ccccc3C2)CC1 | -1 | -3 | 0 | -3.2 | 0 | -1 | 5 | 0 | 1

Some of these compounds in order of the PAD4 FP inh value, lowest first.
SMILES | PAD4 FP inh
Cc1nn(Cc2ccccc2)c(Cl)c1/C=C/C(=O)OCC(=O)N(C)C1CCS(=O)(=O)C1 (stereo not drawn) | -5
CCN(C(=O)COC(=O)/C=C/c1ccc(S(=O)(=O)N2CCc3ccccc32)cc1)C1CCS(=O)(=O)C1 (stereo not drawn) | 1
Nc1nc(-c2ccc3ccccc3c2)cs1 | 3
